DENV2 CPE – protects cells from dengue virus 2 cytopathic effect. DENV2-infected cells, cytopathic effect rescue, plate reader. 1.7% of 350,000 active. CPE inhibition, % at 9.99 µM; in the data active means CPE inhibition above about 20%, passing the limit was not always enough; inconclusive means no clear call, values can overlap the other calls; tested in BHK-21 cells;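 further: 0% = median of neutral control wells and 100% = median of positive control wells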
SIRT5 block – inhibitors of human sirtuin-5 desuccinylase | inhibition, % at 15 µM | AID 652115 | Q9NXA8 | 1.1% of 330,000 active | Purified SirT5, succinyl-peptide AMC, trypsin-coupled fluorescence; in the data active means inhibition above about 15%; inconclusive means no clear call, values can overlap the other calls
Target sequence (Q9NXA8 whole entry, looked up): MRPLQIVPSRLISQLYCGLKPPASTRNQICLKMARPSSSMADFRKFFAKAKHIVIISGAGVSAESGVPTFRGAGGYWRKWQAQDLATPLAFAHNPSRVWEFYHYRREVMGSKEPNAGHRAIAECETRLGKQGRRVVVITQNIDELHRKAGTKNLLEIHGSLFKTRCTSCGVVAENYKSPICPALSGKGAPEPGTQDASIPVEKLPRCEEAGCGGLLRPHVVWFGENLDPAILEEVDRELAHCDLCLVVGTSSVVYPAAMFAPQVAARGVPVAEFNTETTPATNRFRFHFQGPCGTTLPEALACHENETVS
ERp5 inh – inhibitors of human ERp5; ERp5 insulin aggregation, absorbance 650 nm, 90 min; Q15084; 0.05% of 350,000 active; inhibition, % at 9.99 µM;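 active means mean replicate inhibition above about 25%, with every replicate also reaching it, limit read from the data, passing the limit was not always enough; inconclusive means only one of those two criteria met; inactive means neither criterion met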
S100A4 MyoIIA – S100A4-myosin IIA interaction inhibition; 0.14% of 360,000 active; P26447; AID 652163; S100A4/TAMRA-MyoIIA peptide fluorescence polarization; inhibition, % at 10.7 µM;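 active means mean inhibition of at least 70% across replicates, with every replicate also reaching that level; inconclusive means mean inhibition reaches 70% but some replicates fall short; inactive means mean inhibition below 70%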
Target sequence (P26447 whole entry, looked up): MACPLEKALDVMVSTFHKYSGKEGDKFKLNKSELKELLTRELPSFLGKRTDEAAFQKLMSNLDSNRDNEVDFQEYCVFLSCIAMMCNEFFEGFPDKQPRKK
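Test system: S100A4 monomer protein. Medium: HEPES buffer with Ca2+, pH 7.2. Reagent: fluorescent myosin IIA peptide, 5 nM. Compound dosing: single-point compound testing. Timing: 5 min between mix addition and reading. Benchmarks: DMSO neutral and TFP positive wells.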
PglD DTNB – PglD (C. jejuni) enzyme inhibition. inhibition, % at 12.5 µM. 0.098% of 360,000 active. purified PglD enzyme, DTNB colorimetric CoA detection. AID 602405; in the data active means inhibition above about 16%, passing the limit was not always enough; inconclusive means no clear call, values can overlap the other calls; further: strong numbers were not always called active
E-sel inducer – E-selectin induction on HUVECs. HUVEC E-selectin immunofluorescence imaging; normalized: neutral wells 0, TNF-alpha wells 100. P16581. 0.37% of 260,000 active. activation, % at 7.58 µM. AID 686992;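 active means mean E-selectin-positive cell signal at least 10% of the positive control, reached in at least 60% of replicates, without over 20% cell loss; inconclusive means no rule given, readout overlaps actives, possibly toxicity-flagged; inactive means the rest, including those meeting only one limit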;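 further: in these data hits start at about 27%; measured in HUVEC primary endothelial cells; signal is the percent of cells scored E-selectin positive by PE staining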
Target sequence (P16581 whole entry, looked up): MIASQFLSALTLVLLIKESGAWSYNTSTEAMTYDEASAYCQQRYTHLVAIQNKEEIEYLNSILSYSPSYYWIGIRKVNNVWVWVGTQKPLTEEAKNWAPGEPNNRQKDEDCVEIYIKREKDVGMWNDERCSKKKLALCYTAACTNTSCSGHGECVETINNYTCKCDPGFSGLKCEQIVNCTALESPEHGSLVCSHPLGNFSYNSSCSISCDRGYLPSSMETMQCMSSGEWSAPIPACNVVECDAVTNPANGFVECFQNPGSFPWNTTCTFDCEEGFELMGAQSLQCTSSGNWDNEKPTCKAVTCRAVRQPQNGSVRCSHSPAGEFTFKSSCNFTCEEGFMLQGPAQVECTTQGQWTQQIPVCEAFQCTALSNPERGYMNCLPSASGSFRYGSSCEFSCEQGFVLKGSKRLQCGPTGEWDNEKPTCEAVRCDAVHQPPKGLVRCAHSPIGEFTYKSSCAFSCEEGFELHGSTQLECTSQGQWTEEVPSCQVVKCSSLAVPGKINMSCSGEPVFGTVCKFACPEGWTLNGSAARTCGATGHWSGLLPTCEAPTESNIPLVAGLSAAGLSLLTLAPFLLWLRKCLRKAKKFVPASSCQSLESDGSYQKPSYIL
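Test system: HUVEC | Signal: Immunofluorescence imaging | Read-out: Percent E-selectin-positive cells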
Statin myotox sup – protects C2C12 myotubes from simvastatin toxicity. ATP luminescence, 48 h; scaled: DMSO 0, geranylgeraniol control 100. rescue of ATP level, % at 7.49 µM. 0.78% of 330,000 active;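 active means mean ATP rescue above about 67%, or every replicate alone reaching that limit, limit read from the data, passing the limit was not always enough; inconclusive means no clear call, values can overlap the other calls; inactive means mean under the limit and some replicate under it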;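 further: myotubes were challenged with 10 µM simvastatin during compound exposure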
* hit, by the source's call; ? = inconclusive; . = no result given; & = joins results of further samples. An excerpt; the hit share may differ from the screen's.

SMILES | DENV2 CPE | SIRT5 block | ERp5 inh | S100A4 MyoIIA | PglD DTNB | E-sel inducer | Statin myotox sup
O=c1[nH]c(SCc2ccccc2)nc2ccsc12 | 1.3 | -1.7 | -4.4 | -0.9 | . | . | .
CC(=O)c1ccc(OCC(=O)OC(C)C(=O)NC2CCCCC2)cc1 (stereo not given) | 8.0 | -3.9 | -4.1 | -3.6 | 3.6 | 0.0 | -0.5
O=C(Nc1ccccc1F)c1ccc(S(=O)(=O)N2CCCCCC2)cc1 | ? | 1.8 | -6.7 | -3.7 | -2.3 | . | -5.8
CC(CCN1CCN(c2ccccc2)CC1)c1ccccc1 (stereo not given) | 17.9 | -2.0 | 0.8 | 3.6 | 6.5 | 0.3 | 3.1
Cc1ccc(C2CC(=O)C(C=NCCN3CCN(CC(=O)Nc4cc(C)cc(C)c4)CC3)=C(O)C2)cc1 (stereo not given) | 2.7 | -4.9 | 3.1 | -4.8&-3.6 | 5.4 | 0.0 | .
O=C(c1ccccc1F)N1CCCC(C(=O)N2CCN(c3ccccc3)CC2)C1 (stereo not given) | -3.5 | -3.7 | 2.8 | -0.3 | . | . | .
C[C@H](CO)N1C[C@H](C)[C@H](CN(C)C(=O)NC2CCCCC2)Oc2ncc(C#CC(C)(C)O)cc2C1=O | -8.3 | 2.5 | -3.2 | 0.5 | 2.7 | -2.4 | 8.8
C=CCNC(=O)Nc1ccc(Br)cc1Cl | -1.3 | 2.6 | -5.9 | -4.2 | . | -0.1 | .
COc1ccccc1N1CC(C(=O)Nc2ccc3c(c2)OCO3)CC1=O (stereo not given) | -4.9 | -1.6 | -4.5 | 2.7 | . | . | .
CCCCC(c1nnnn1CC1CCCO1)N1CCN(c2ccccc2)CC1 (stereo not given) | -1.2 | -4.6 | 1.3 | -1.8 | . | . | .
Cc1ccc(NC(=O)c2ccc(OCc3c(C)noc3C)cc2)cc1C | -9.9 | -8.0 | -0.1 | -12.2 | -5.0 | -2.9 | 10.5
COc1ccc(N(C(=O)c2cccnc2)S(=O)(=O)c2ccc(OC)c(OC)c2)cc1 | 29.9* | . | 9.8 | 0.0 | -2.8 | . | 24.4
Cc1ccc(C2=NC(=O)/C(=C/c3cc(O)c(O)c(Br)c3)S2)cc1 | ? | -3.2 | 0.5 | 5.1 | -2.2 | -0.6 | 3.6
C[C@@H]1CN([C@@H](C)CO)C(=O)Cc2cc(NC(=O)Cc3ccccc3)ccc2O[C@@H]1CN(C)Cc1ccc(Cl)c(Cl)c1 | 65.9* | 14.1 | 0.7 | -5.0 | 0.5 | -2.0 | 63.9
COCCCN(Cc1cccs1)S(=O)(=O)c1c[nH]c(C(=O)OC)c1 | -1.6 | -0.1 | -1.6 | -3.7 | -0.6 | . | -3.4
COCC(=O)N(C)C[C@@H]1[C@H](c2ccc(-c3cccnc3)cc2)[C@@H](CO)N1C(C)=O | 1.6 | 4.2 | 2.3 | 0.1 | 2.1 | -0.1 | -0.6
Cc1c(C(=O)N2c3ccccc3Sc3ccccc32)cccc1[N+](=O)[O-] | . | -2.2 | -6.6 | 2.6 | . | . | .
Cc1noc(C)c1S(=O)(=O)Nc1cccc2c1O[C@@H](CN(C)C(=O)Nc1ccccc1)[C@@H](C)CN([C@@H](C)CO)C2=O | -0.1 | 3.8 | -17.2 | -18.2 | 1.8 | -0.2 | 4.2
CCCNC(=O)N1CC2(CCN(S(=O)(=O)c3ccc(OC)cc3)CC2)c2c(n(C)c3cc(OC)ccc23)[C@H]1CO | 10.5 | -1.1 | -1.5 | -5.4 | . | -0.5 | .
O=C1OC(Oc2ccc(Br)cc2)(c2ccccc2)c2ccccc21 (stereo not given) | -8.9 | . | 4.5 | 43.2 | -2.3 | 0.0 | 3.5
C[C@H](NC(=O)C[C@@H]1CC[C@H](NC(=O)c2cccnc2)[C@H](CO)O1)c1ccccc1 | ? | 1.5 | 1.9 | 3.2 | -8.9 | 0.1 | -0.2
O=S1(=O)CC(N2CCCCC2)CN1Cc1cn(Cc2cccc(C(F)(F)F)c2)nn1 (stereo not given) | 16.5 | -1.4 | -12.5 | 0.2 | . | 0.1 | .
O=C(CSc1nnc2c(n1)[nH]c1ccc(F)cc12)Nc1ccccc1F | 0.0 | -0.1 | -0.9 | 2.7 | 3.2 | 0.1 | -5.0
COc1cc(NC(=O)COc2cccc3c2OC(C)(C)C3)cc(OC)c1OC | ? | 1.3 | 10.7 | 1.7 | -2.8 | . | 6.7
CSc1n[nH]c2nc3c(c(=O)n12)C1(CCCCC1)Cc1ccccc1-3 | 0.7 | 5.1 | -1.3 | -5.2 | -4.2 | . | .
O=C(Nc1cc(Br)ccc1O)c1cc(-c2ccco2)on1 | -2.3 | 1.2 | -1.3 | -8.4 | -7.0 | 6.8 | .
COc1ccc(C)cc1Nc1nnc(C)c(=O)[nH]1 | 6.7 | 1.3 | ? | -4.9 | . | . | .
C[C@H](CO)N1C[C@H](C)[C@@H](CN(C)S(C)(=O)=O)Oc2c(NC(=O)NC3CCCCC3)cccc2C1=O | -4.0 | -1.1 | 8.4 | -3.2 | -1.4 | . | 3.3
COc1ccccc1NC(=O)/C=C/C(=O)O | -2.3 | -3.0 | 1.0 | 3.5 | -2.4 | 3.0 | -1.2
CC(C)NC(=O)N(C)C[C@H]1Oc2ccc(NC(=O)CCN3CCOCC3)cc2CC(=O)N([C@@H](C)CO)C[C@H]1C | -2.3 | 0.9 | 1.6 | -11.0 | 0.3 | 0.0 | -0.8
COc1ccccc1NC(=O)N1CCCCN2[C@H](CO)[C@H](c3ccc(-c4ccc(C)cc4)cc3)[C@H]2C1 | -25.1 | 5.4 | 5.3 | 5.3 | -8.9 | 0.0 | 14.2
N#CCCN(C(=O)COc1ccc(C#N)cc1)c1ccc(F)cc1 | 4.1 | . | -4.2 | 8.7 | -4.6 | 0.2 | -6.5
CCc1nc2c(OCCOC)cccn2c1N(C)C(=O)c1ccc(C)cc1 | 5.9 | . | 2.3 | 6.0 | 1.2 | -0.1 | -1.4
COc1ccc2c(c1OC)C(=O)OC2N1C(=O)CC[C@H]1C(=O)Nc1ccc2c(c1)OCO2 (stereo not given in full) | -2.8 | . | -1.2 | -0.6 | -3.2 | . | -1.2
CC1(C)Cc2cccc(OCC(=O)OCC(=O)NCc3ccc(F)cc3)c2O1 | 4.3 | -1.9 | 6.8 | 5.4 | 3.9 | 0.0 | -14.7
Cc1ccc(S(=O)(=O)NCCS(=O)(=O)N2CCN(c3ccccc3)CC2)cc1 | -0.8 | 0.2 | -1.4 | 5.5 | 3.1 | . | 5.6
COCC#Cc1ccc2c(c1)O[C@@H](CN(C)S(=O)(=O)c1ccc(C)cc1)[C@H](C)CN([C@@H](C)CO)S2(=O)=O | -12.3 | 5.1 | 3.0 | 5.8 | 0.3 | 0.2 | -87.4
CCCNC(=O)C[C@H]1CC[C@@H]2[C@H](COc3ccc(NC(=O)c4cccc(Cl)c4)cc3C(=O)N2C)O1 | 2.7 | -1.8 | -2.8 | 5.8 | -0.8 | 0.1 | -20.6
O=C(C[C@H]1CC[C@H](NC(=O)c2ccncc2)[C@@H](CO)O1)NCc1ccncn1 | -7.0 | -1.0 | 1.5 | -0.1 | . | -0.5 | .
CCCN(C)C[C@@H]1Oc2cc(-c3ccccc3OC)ccc2S(=O)(=O)N([C@H](C)CO)C[C@@H]1C | 5.0 | 31.9* | -4.7 | 1.9 | -2.5 | -0.5 | -4.1
Cc1ccc(-c2nc3ccc(Cl)cc3n2OC(C)C(=O)O)cc1 (stereo not given) | 1.3 | -1.4 | -3.4 | -4.6 | . | . | .
CN(C)CCNc1ccc2ncn3c4ccc(O)cc4c(=O)c1c23 | 12.1 | 1.1 | 5.1 | 3.0 | . | . | .
C[C@@H]1CN([C@H](C)CO)C(=O)c2cc(Br)cnc2O[C@H]1CN(C)CC1CCCC1 | -3.5 | 2.2 | 1.3 | 8.3 | -5.1 | 0.2 | 22.2
COC(=O)C1=C(C)N(Cc2ccccc2C(F)(F)F)C(=NCc2ccc(OC)cc2)NC1c1ccc(C(F)(F)F)cc1 (stereo not given) | -7.8 | -2.8 | -4.9 | -5.0 | . | -0.6 | .
CCNc1ccc([N+](=O)[O-])cc1 | 6.9 | -4.0 | -0.1 | -8.4 | . | 3.8 | .
O=C(NCCc1cn2ccccc2n1)c1ccc(Br)o1 | -0.2 | -2.7 | 3.8 | 0.0 | 4.0 | 0.4 | 0.6
Cc1c(C(=O)NC2CCCCC2)oc2ccc(F)cc12 | -0.8 | -4.1 | -0.6 | -3.4 | 4.2 | 0.3 | -6.1
C=CC[C@H](CC(=O)OC(C)(C)C)C(=O)OC[C@@H]1CCCN1C(=O)[C@@H](CC=C)CC(=O)NCCO | 1.1 | -3.7 | 0.9 | 3.5 | -0.5 | -0.1 | 5.4
CCOc1ccc(CCNC(=O)COC(=O)c2cccnc2Cl)cc1OCC | 11.6 | 2.3 | -2.9 | -4.2 | 0.0 | . | -3.2
COc1ccc(C(=O)Nc2cccc(NC(C)=O)c2)cc1OC | 1.3 | 0.2 | -0.4 | -2.1 | . | . | .
CCOc1ccc2nc(SCC(=O)N(CC(C)C)c3c(N)n(CC(C)C)c(=O)[nH]c3=O)[nH]c2c1 | -7.5 | -2.6 | 11.1 | -4.8 | -2.3 | -0.1 | -10.3
O=C1c2cccnc2C(=O)N1Cc1ccc(S(=O)(=O)N2CCN(c3ccc(Cl)cc3)CC2)cc1 | 3.0 | 2.5 | -4.0 | -10.4 | . | . | -5.8
C[C@@H]1CN([C@H](C)CO)C(=O)c2cc(NC(=O)Cc3ccccc3)ccc2O[C@@H](C)CCCCO[C@H]1CN(C)S(=O)(=O)c1cccs1 | -11.0 | . | . | . | -1.2 | 0.2 | .
COc1cc(-c2cc(C(=O)Nc3cc(S(=O)(=O)N4CCOCC4)ccc3C)c3ccccc3n2)cc(OC)c1OC | 6.4 | -7.1 | -4.7 | -10.4 | -0.8 | -0.3 | -19.2
CC1(C(=O)NS(=O)(=O)c2ccc(Cl)cc2)CCN1C(=O)CCc1cccs1 (stereo not given) | ? | -3.3 | -1.7 | -0.9 | -7.5 | 0.1 | -4.2
Cc1cc(C)c(C)c(S(=O)(=O)NC2CCCCC2)c1C | 1.9 | -2.2 | -6.9 | -9.0 | 0.9 | -0.3 | 4.0
C[C@@H]1CCCCO[C@H](CN(C)Cc2ccc(C(=O)O)cc2)[C@@H](C)CN([C@@H](C)CO)C(=O)c2cc(NC(=O)Cc3ccccc3)ccc2O1 | -8.5 | -0.5 | 0.6 | 4.6 | -1.8 | 0.1 | .

Among those listed so far, these have fluorine:
SMILES | DENV2 CPE | SIRT5 block | ERp5 inh | S100A4 MyoIIA | PglD DTNB | E-sel inducer | Statin myotox sup
O=C(Nc1ccccc1F)c1ccc(S(=O)(=O)N2CCCCCC2)cc1 | ? | 1.8 | -6.7 | -3.7 | -2.3 | . | -5.8
O=C(c1ccccc1F)N1CCCC(C(=O)N2CCN(c3ccccc3)CC2)C1 (stereo not given) | -3.5 | -3.7 | 2.8 | -0.3 | . | . | .
O=S1(=O)CC(N2CCCCC2)CN1Cc1cn(Cc2cccc(C(F)(F)F)c2)nn1 (stereo not given) | 16.5 | -1.4 | -12.5 | 0.2 | . | 0.1 | .
O=C(CSc1nnc2c(n1)[nH]c1ccc(F)cc12)Nc1ccccc1F | 0.0 | -0.1 | -0.9 | 2.7 | 3.2 | 0.1 | -5.0
N#CCCN(C(=O)COc1ccc(C#N)cc1)c1ccc(F)cc1 | 4.1 | . | -4.2 | 8.7 | -4.6 | 0.2 | -6.5
CC1(C)Cc2cccc(OCC(=O)OCC(=O)NCc3ccc(F)cc3)c2O1 | 4.3 | -1.9 | 6.8 | 5.4 | 3.9 | 0.0 | -14.7
COC(=O)C1=C(C)N(Cc2ccccc2C(F)(F)F)C(=NCc2ccc(OC)cc2)NC1c1ccc(C(F)(F)F)cc1 (stereo not given) | -7.8 | -2.8 | -4.9 | -5.0 | . | -0.6 | .
Cc1c(C(=O)NC2CCCCC2)oc2ccc(F)cc12 | -0.8 | -4.1 | -0.6 | -3.4 | 4.2 | 0.3 | -6.1

High-throughput results deposited in PubChem by Broad Institute.
